PP1 counter = PP1-alpha (human) inhibition in PP5 counter-screen; P62136; purified PP1alpha, OMFP fluorescence; inhibition, % at 6.7 µM; 320,000 tested, 0.9% active;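 active means inhibition above the mean inhibition of all tested compounds plus 3 SD, computed separately for each screening campaign, cut at about 15% in these data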
procasp7 counter = counter-screen: procaspase-7 (human) activation; 330,000 tested, 0.093% active; P55210; recombinant procaspase-7, Ac-DEVD-pNA absorbance 405 nm; D23A/D198A/D206A triple mutant, cannot self-cleave; scale: DMSO 0, 5 µM enzyme 100; activation, % at 8.5 µM; AID 463210;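 active means percent activation above the screen-wide mean plus 3 SD, cut at about 25% in these data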
Target sequence (P55210 whole entry D23A/D198A/D206A): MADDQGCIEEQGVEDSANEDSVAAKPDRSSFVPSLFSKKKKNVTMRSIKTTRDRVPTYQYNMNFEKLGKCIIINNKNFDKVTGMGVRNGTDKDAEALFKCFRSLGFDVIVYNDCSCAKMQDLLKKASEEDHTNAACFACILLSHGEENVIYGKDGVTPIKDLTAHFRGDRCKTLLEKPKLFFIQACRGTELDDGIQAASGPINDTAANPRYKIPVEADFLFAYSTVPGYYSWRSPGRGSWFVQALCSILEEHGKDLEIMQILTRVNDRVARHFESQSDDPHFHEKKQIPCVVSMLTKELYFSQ
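Assay system: Uncleavable procaspase-7 mutant enzyme | Input: 2 µM procaspase-7 mutant as dispensed | Timing: 1 h compound preincubation, 2 h substrate cleavage, 25 °C | Repeats: One well per compound | Control set: DMSO wells as 0%, DMSO with 5 µM added PC-7 as 100% | Technique: Epi-absorbance of released pNA at 405 nm, two timepoints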
Fh CTSL1 inh = blocks F. hepatica cathepsin L1 in PFM18AAP counter-screen. 300,000 tested, 0.49% active. AID 1906. recombinant F. hepatica cathepsin L1, Z-Leu-Arg-MCA fluorescence. inhibition, % at 5.96 µM;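 active means inhibition above the mean of all tested compounds plus 3 SD, set per screening campaign, cut at about 17% in these data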;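 further: 0% = plate median of test compound wells and 100% = 1 µM Z-Phe-Ala-diazomethylketone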
Efflux pump mplx = blocks antifungal efflux pumps in multiplex yeast assay; S. cerevisiae Candida pump triplex, Nile Red efflux; inhibition, % at 10 µM; 330,000 tested, 0.44% active;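 active means plate passing quality check with inhibition over a set limit, or well fluorescence over plate mean plus 4 SD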;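 further: Nile Red retained in pooled yeast measured as flow cytometry median fluorescence; 0% = buffer negative control and 100% = Enniatin B positive control; higher means more Nile Red kept so more efflux inhibition; some compounds called inactive have numbers as strong as hits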
PP5 inh = PP5 (human) phosphatase inhibition. purified PP5c, OMFP substrate fluorescence. 320,000 tested, 0.18% active. inhibition, % at 6.7 µM. P53041;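 active means inhibition above the campaign's mean inhibition across all tested compounds plus 3 SD, cut at about 9.5% in these data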;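 further: 0% = DMSO only and 100% = 100 µM cantharidin control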
GASC-1 inh = blocks human GASC-1 demethylase activity | inhibition, % at 2.35 µM | GST-JMJD2C(1-420) H3K9me3 demethylation, DELFIA europium | 330,000 tested, 0.069% active | AID 2099;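 active means more than half of a compound's replicate wells show inhibition beyond 50%, single wells judged on their own value; inconclusive means some, but no more than half, of replicates pass 50% inhibition; inactive means no replicate passes 50% inhibition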;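 further: signal counts dimethyl H3K9 product captured on neutravidin plate; 0% = median of DMSO wells and 100% = 0.3 times that DMSO median; strong numbers were not always called active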
Target sequence (Q9H3R0 1-420 limits assumed): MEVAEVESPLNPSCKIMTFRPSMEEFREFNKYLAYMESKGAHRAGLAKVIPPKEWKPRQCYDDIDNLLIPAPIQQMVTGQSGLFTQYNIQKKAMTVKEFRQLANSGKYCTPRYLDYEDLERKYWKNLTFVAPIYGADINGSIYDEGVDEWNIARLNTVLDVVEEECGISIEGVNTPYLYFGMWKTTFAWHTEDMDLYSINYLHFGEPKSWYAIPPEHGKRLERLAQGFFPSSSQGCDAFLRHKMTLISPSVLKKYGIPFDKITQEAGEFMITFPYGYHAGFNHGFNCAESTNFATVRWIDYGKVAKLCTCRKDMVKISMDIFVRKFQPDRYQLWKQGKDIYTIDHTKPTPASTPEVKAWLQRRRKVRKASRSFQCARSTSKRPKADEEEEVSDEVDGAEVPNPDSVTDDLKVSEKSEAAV
HCV core dimer = HCV core protein dimerization inhibition; TR-FRET GST/Flag-core106 dimerization, 1536-well; inhibition, % at 5 µM; 300,000 tested, 0.33% active; AID 1899;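 active means inhibition above the mean of all tested compounds plus 3 SD, set per screening campaign, cut at about 45% in these data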
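System: GST/Flag-tagged HCV core106 proteins. Incubation: compound-protein-antibody incubation 4 h at 22.5 °C. Technique: HTRF with 340 nm excitation, 617/671 nm emission. Medium: KF-containing HEPES buffer, pH 7.45, DTT, CHAPS, BSA. Read-out: inhibition (%) from 671 over 617 nm ratio. Also added: Eu(K)-anti-GST 90 ng/mL plus XL665-anti-Flag 1 µg/mL.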
procasp3 activ = activates human procaspase-3 | recombinant procaspase-3 D3A, Ac-DEVD-pNA absorbance 405 nm | AID 463141 | activation, % at 8.5 µM | 330,000 tested, 0.11% active;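 active means activation above the mean of all tested compounds plus 3 SD, cut at about 21% in these data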;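 further: 0% = DMSO alone and 100% = DMSO wells spiked with extra 5 µM PC-3 D3A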
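Compound: 8.5 µM single point, 0.8% DMSO / Material: Autoprocessing-dead procaspase-3 D3A mutant enzyme / Timing: 1 h preincubation plus 2 h reaction at 25 °C / Medium: Zinc-free HEPES/NaCl buffer with 0.01% Triton X-100 at pH 7.4 / Technique: 405 nm absorbance of p-nitroaniline, reads at 0 and 120 min / Repeats: one well per compound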
TPT1 inh = blocks Candida albicans tRNA 2'-phosphotransferase | recombinant caTPT1, FP RNA substrate dephosphorylation | inhibition, % at 5 µM | 300,000 tested, 0.81% active;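 active means inhibition above the mean of all tested compounds plus 3 SD, set per screening campaign, cut at about 24% in these data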;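 further: plate controls were DMSO alone for no effect and ferristatin control at 100 nM for full effect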
The depositor's hits bear a star; ? = inconclusive; . = not tested or not shown; & = joins results of further samples.

1. C=CCNC(=O)c1cccc(NS(=O)(=O)c2ccc(Cl)cc2)c1
2. O=c1c2cc3c(cc2[nH]c(=S)n1C1CCN(Cc2ccccc2)CC1)OCO3
3. Cc1ccc(Nc2nc(CSc3nnc(-c4ccccc4C)n3C)cs2)cc1
4. COc1ccc(OS(=O)(=O)c2ccc(N3C(=O)CCC3=O)cc2)cc1
5. CCNC(=O)NC(=O)COC(=O)CNC(=O)COc1ccccc1
6. CCN1CCN(C(=O)c2ccc(CS(=O)(=O)Cc3ccccc3F)o2)CC1

Assay by compound	1	2	3	4	5	6
PP1 counter	-5.2	0.6	2.9	-0.4	-2.4	-2.3
procasp7 counter	9.8	0.4	-8.5	4.2	9.4	10.0
Fh CTSL1 inh	-3.2	0.2	1.1	0.0	-20.1	0.1
Efflux pump mplx	-0.3	-0.1	0.1	0.1	0.0	-0.1
PP5 inh	-2.1	0.7	4.3	3.0	0.0	0.8
GASC-1 inh	7.0	-0.8	-0.1	-1.3	-0.7	132.3
HCV core dimer	0.5	5.2	5.6	8.6	1.8	-0.1
procasp3 activ	1.4	3.5	-0.2	2.8	-4.0	-5.7
TPT1 inh	-3.2	-3.3	6.3	-0.3	-3.7	-2.5

2 of these compounds, set out differently.
Each structure is followed by: PP1 counter | procasp7 counter | Fh CTSL1 inh | Efflux pump mplx | PP5 inh | GASC-1 inh | HCV core dimer | procasp3 activ | TPT1 inh
#3 Cc1ccc(Nc2nc(CSc3nnc(-c4ccccc4C)n3C)cs2)cc1
  2.9 | -8.5 | 1.1 | 0.1 | 4.3 | -0.1 | 5.6 | -0.2 | 6.3
#4 COc1ccc(OS(=O)(=O)c2ccc(N3C(=O)CCC3=O)cc2)cc1
  -0.4 | 4.2 | 0.0 | 0.1 | 3.0 | -1.3 | 8.6 | 2.8 | -0.3

New compounds follow:
7. O=C(C1CCN(C2CC(=O)N(c3cccc(Cl)c3)C2=O)CC1)N1CCCCCC1 (stereo not given)
8. C=CC[C@@H](CC(=O)N[C@H](CO)Cc1ccccc1)C(=O)N[C@H](COC(=O)[C@@H](CC=C)CC(=O)OC(C)(C)C)Cc1c[nH]c2ccccc12
9. COC(=O)C1(C)NCCc2c1[nH]c1ccccc21 (stereo not given)
10. Cc1ccccc1C(=O)Nc1scc(-c2ccc(Br)cc2)c1C(=O)O
11. Cc1ccc(O)c(CP(=O)(c2ccccc2)c2ccccc2)c1
12. CC1CN=C(N(C(=O)Nc2ccccc2)C(C)C)S1 (stereo not given)

Assay by compound	7	8	9	10	11	12
PP1 counter	1.9	.	-1.9	-0.8	-0.1	-2.5
procasp7 counter	-27.1	-5.2	13.7	-4.5	3.2	6.9
Fh CTSL1 inh	-5.2	.	-5.1	-3.2	-0.5	1.5
Efflux pump mplx	0.0	0.2	0.0	0.0	-0.2	0.1
PP5 inh	0.4	.	1.1	-2.7	-2.4	0.6
GASC-1 inh	1.4	26.4	?	-5.7	0.8	4.7
HCV core dimer	-2.9	.	-3.0	23.9	0.8	1.9
procasp3 activ	-15.6	-9.1	8.9	7.4	0.4	8.2
TPT1 inh	-4.5	.	-3.7	-0.8	-1.7	1.0

13. Cc1cc(NC(=O)c2cccs2)cc(-c2nc3ncccc3o2)c1O
14. Cc1ccc2[nH]c3c(=O)n(N)c(=O)[nH]c3c2c1
15. CCOc1ccc(-n2c(SC(C)C)nc3c(c2=O)SCC3)cc1
16. O=C(CNS(=O)(=O)c1ccccc1Br)OCC(=O)N1CCc2ccccc21
17. N#CC1=C(SCc2ccccc2)NC(=O)C(C#N)C12CCCC2 (stereo not given)
18. O=S(=O)(Nc1ccc(-c2nc3ccccc3o2)cc1)c1ccccc1

Assay by compound	13	14	15	16	17	18
PP1 counter	-2.7	-5.8	3.0	2.0	-5.1	1.5
procasp7 counter	-0.8	6.2	-2.6	-12.3	-9.5	4.0
Fh CTSL1 inh	1.8	1.6	3.9	-54.8	-2.6	7.1
Efflux pump mplx	-0.2	0.1	0.0	0.0	0.0	0.1
PP5 inh	4.1	2.6	2.2	0.3	2.0	3.7
GASC-1 inh	12.7	-2.4	12.6	0.1	10.7	6.2
HCV core dimer	7.0	-3.0	23.3	5.7	4.3	-3.5
procasp3 activ	-1.0	1.3	0.3	0.7	-5.6	-4.6
TPT1 inh	-0.1	-0.2	3.0	-0.5	0.9	-1.2

Part of the list above in order of molecular weight, low to high:
15. CCOc1ccc(-n2c(SC(C)C)nc3c(c2=O)SCC3)cc1
13. Cc1cc(NC(=O)c2cccs2)cc(-c2nc3ncccc3o2)c1O
10. Cc1ccccc1C(=O)Nc1scc(-c2ccc(Br)cc2)c1C(=O)O

Assay by compound	15	13	10
PP1 counter	3.0	-2.7	-0.8
procasp7 counter	-2.6	-0.8	-4.5
Fh CTSL1 inh	3.9	1.8	-3.2
Efflux pump mplx	0.0	-0.2	0.0
PP5 inh	2.2	4.1	-2.7
GASC-1 inh	12.6	12.7	-5.7
HCV core dimer	23.3	7.0	23.9
procasp3 activ	0.3	-1.0	7.4
TPT1 inh	3.0	-0.1	-0.8

The results go on.
19. COCCOC(=O)C1=C(C)NC(=O)NC1c1ccc(Cl)cc1 (stereo not given)
20. CCOC(=O)Cn1c(=O)cc(C)c2cccc(C)c21
21. CN(C)c1nc(NCc2ccccc2)nc(SCC(=O)Nc2ccccc2Cl)n1
22. COc1ccccc1CN1CC(C(=O)N2CCN(c3ccc(F)cc3)CC2)CC1=O (stereo not given)
23. CCN(CC)CCNC(=O)c1ccc(NC(=O)C2CCN(S(=O)(=O)c3ccc4c(c3)OCCO4)CC2)cc1
24. CCOC(=O)C(CC(=O)O)N1CCCCC1 (stereo not given)
25. O=S(=O)(c1cc(Cl)ccc1Cl)n1cccn1
26. CCOC(=O)c1ccc(NC(=O)c2c(N)n(C)c(=O)[nH]c2=O)cc1
27. Brc1ccc(-c2nnc(-c3ccco3)o2)cc1

Assay by compound	19	20	21	22	23	24	25	26	27
PP1 counter	-3.4	-6.4	3.1	-0.6	-2.4	-1.8	0.7	-3.5	-1.3
procasp7 counter	0.8	4.5	7.4	1.8	4.5	7.7	-1.7	4.5	10.8
Fh CTSL1 inh	-3.6	2.1	-0.1	2.5	4.0	-3.0	0.3	-1.6	3.3
Efflux pump mplx	0.1	0.0	0.1	0.0	0.0	-0.1	-0.2	.	0.0
PP5 inh	-0.3	-0.5	4.8	1.7	-2.5	0.0	1.4	-1.3	-0.3
GASC-1 inh	2.1	-23.0	-5.1	-6.0&-3.1	0.2	9.8	12.9	3.4	7.2
HCV core dimer	-7.5	0.7	10.6	-1.7	0.9	-2.9	4.2	8.7	8.1
procasp3 activ	-2.0	4.5	0.9	2.1	8.7	1.8	6.9	0.4	-2.3
TPT1 inh	0.7	-5.6	-1.8	-0.3	1.7	1.4	0.6	0.4	-1.0

Screening results (PubChem)
